Lipid storage S3: qHTS Assay for Lipid Storage Modulators in Drosophila S3 Cells | Potency in µM for hits, for the others lipid storage change, negative = inhibition, % at the top dose, mostly 46.1 µM | 0.64% of 320,000 active | Drosophila S3 cells, BODIPY lipid droplet fluorescence, 18-24 h; cells fed with added oleic acid; active = well fitted inhibition curve with a large enough effect in the signal ratio, with a control signal flat, not every such curve was filed as active; inconclusive = small, poorly fitted or top-dose-only effect, or effect the other way, or a change in a side signal; the % refers to the signal ratio
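Drosophila S3 cells loaded with oleic acid (400 uM, as added) and compounds at several concentrations; lipid droplets imaged by 488-nm laser-scanning cytometry, 500–530 nm intensity and object ratio to cell channel. Percent activity normalized to 20 uM Triacsin C.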
Lipid storage S3 cell count max: second read-out of Lipid storage S3, no call of its own (marks repeat the call); cell number change, %; measured here: cell count max response;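 cells counted by Cell Tracker Red CMTPX staining in the red channel; peak over a dose series mostly up to 46.1 µM; percent activity relative to internal control wells on each plate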
Starred values were filed as active, the others as inactive; i = inactive; ? = inconclusive; · = not tested or not shown; [ ] = another dose, or the depositor's remark. % is set by controls: 0 for no effect and ±100 for the full control effect; potency is the fitted concentration of half-maximal effect.

Every second line gives: Lipid storage S3 | Lipid storage S3 cell count max
[1] CC(C)Sc1nc2ccsc2c(=O)[nH]1
 : ? | ·
[2] Cn1c(Sc2nc3ccccc3n2C)nc2ccccc21
 : 1%[9.22 µM] | 15
[3] CCSc1ccccc1C(=O)N1CCC2(CC1)CC(=O)c1ccccc1O2
 : 7% | 12
[4] Cc1ccc(/C=N/Nc2nncn2N)cc1
 : ? | ·
[5] COc1cc(NC(=O)C2CCCN(S(=O)(=O)c3cnc[nH]3)C2)cc(OC)c1 (stereo not drawn)
 : ? | ·
[6] COc1ccc(NC(=O)CSc2nc(-c3ccc(C)cc3)cc(C(F)(F)F)c2C#N)cc1
 : -4% | 1
[7] Cc1ccc(S(=O)(=O)c2cc3ccccc3oc2=O)cc1
 : 1% | 9
[8] O=C(O)C1CCCCC1C(=O)Nc1ccc2c(c1)CCC2 (stereo not drawn)
 : ? | ·
[9] CCCCCCCCCCCCCCCC[N+](C)(C)CCN(Cc1ccc(OC)cc1)c1ncccn1
 : ? | ·
[10] Cc1cccc([C@@H]2[C@@H]3C(=O)N(Cc4ccccc4)C(=O)[C@@H]3[C@]3(C)C(=O)N(c4ccc(C(F)(F)F)cc4)C(=O)N23)c1
 : ? | ·
[11] COc1ccc(CCNC(=O)Cn2nc([N+](=O)[O-])c(Br)c2C)cc1OC
 : ? | ·
[12] CC(=O)Nc1ccc(NC(=O)CSc2nc3nc(C)cc(C)c3c(=O)[nH]2)cc1
 : ? | ·
[13] O=C(O)CCOc1ccc2c(c1)OCCO2
 : ? | ·
[14] Cc1cc(-c2ccccc2)nc2cc(C(=O)NCc3ccco3)nn12
 : ? | ·
[15] COCCN(C(=S)Nc1ccccc1OC)C1CCN(C(C)=O)CC1
 : 11% | 5
[16] COc1ccc(C2NC(c3ccc(OC)cc3OC)C(C)C(=O)C2C)c(OC)c1 (stereo not drawn)
 : ? | ·
[17] O=C(CSc1nnc(-c2cccnc2)o1)c1cc2ccccc2oc1=O
 : i | ·
[18] COc1ccc2nc(SCC(=O)NC(C)c3ccccc3)[nH]c2c1 (stereo not drawn)
 : -14% | -13
[19] O=C(c1ccccc1F)N1CCN(c2ccc([N+](=O)[O-])c3ncccc23)CC1
 : ? | ·
[20] CCc1nnc(NS(=O)(=O)c2ccc(NC(=O)c3cc(Cl)ccc3Cl)cc2)s1
 : -6% | 2

New compounds follow
Every second line gives: Lipid storage S3 | Lipid storage S3 cell count max
[21] O=C(NCc1nc2ccccc2[nH]1)C1=C[C@@H](c2ccc(Br)cc2)C[C@@H](OCCCCO)O1
 : -16% | -14
[22] OCCN1CCN(CC(O)COc2ccc3ccccc3c2)CC1 (stereo not drawn)
 : i | -16
[23] CC1CCN(C(=O)c2[nH]cnc2C(=O)NCC(=O)OC(C)(C)C)CC1
 : ? | ·
[24] CNC(=O)Cn1c(=O)n(C)c2ccccc21
 : ? | ·
[25] CC(C)CN(CC(C)C)C(=O)Nc1ccc(F)cc1F
 : -5% | 0
[26] CCCCCCC(=O)Oc1ccc(N2C(=O)CCC2=O)cc1
 : 0% | -5
[27] COc1cc(/C=C/C(=O)c2ccc3c(c2)OCO3)cc(OC)c1OC
 : ? | ·
[28] CS(=O)(=O)c1ccc2nc(NC(=O)c3ccc(Cl)nc3)sc2c1
 : ? | ·
[29] COc1ccc(C2SCCN2S(=O)(=O)c2ccccc2)cc1 (stereo not drawn)
 : 0% | 17
[30] COCCN1CCN(C(=O)C2CCC(=O)N(Cc3ccccc3F)C2)CC1 (stereo not drawn)
 : 6% | 0
[31] CC(C)C(NC(=O)c1ccc2c(c1)OCO2)C(=O)N/N=C/c1cccs1 (stereo not drawn)
 : 22% | ·
[32] C/C(=N\NC(=O)Cc1csc(N2CCOCC2)n1)c1ccccc1
 : i | 8
[33] CC(NC(=O)CCNS(=O)(=O)c1ccc2c(c1)c(=O)n(C)c(=O)n2C)c1ccccc1 (stereo not drawn)
 : ? | ·
[34] Cc1ccc(-c2csc3nc[nH]c(=O)c23)cc1C
 : i | -18
[35] O=C1COc2ccc(C(=O)COc3ccc(Cl)cc3Br)cc2N1
 : ? | ·
[36] Cc1nnnn1-c1cccc(C(=O)O)c1
 : ? | ·
[37] CC(=O)Nc1ccc(SCC(=O)c2cc(C)n(C)c2C)cc1
 : ? | ·
[38] COc1ccc(C2CC(=O)N(CCCN(C)CCc3ccc(OC)c(OC)c3)C2)cc1 (stereo not drawn)
 : 0% | -2
[39] CC(=O)N1CCOc2ccc(S(=O)(=O)Nc3cccc(C)n3)cc21
 : i | ·
[40] Cc1ccc(/C=N/c2sc3c(c2C#N)CCCCC3)o1
 : i | -2

Going on with the list.
Every second line gives: Lipid storage S3 | Lipid storage S3 cell count max
[41] CCOc1ccc(-c2nnc(-c3ccco3)o2)cc1
 : ? | ·
[42] CCN(CC)CCN1C(=O)C2C3c4ccccc4C(c4ccccc43)C2C1=O (stereo not drawn)
 : ? | ·
[43] Cc1cccc(NC(=O)Nc2cccc3ccccc23)c1
 : ? | ·
[44] Cc1ccc(C)c(N2CCN(C(=O)CCS(=O)(=O)c3ccc4c(c3)CCN4C(=O)C3CC3)CC2)c1
 : ? | ·
[45] c1ccc2cc(CSCc3nc4ccccc4[nH]3)ccc2c1
 : ? | ·
[46] CC(C)c1nc(NCc2ccccc2)c(C#N)c2c1CCCC2
 : ? | ·
[47] CCN(CC(=O)Nc1cc(Cl)ccc1C)C(=O)c1oc2ccc(OC)cc2c1C
 : ? | ·
[48] CCOc1ccc2nc(SC3CC(=O)N(c4cccc(OC)c4)C3=O)sc2c1 (stereo not drawn)
 : ? | ·
[49] O=C(/C=C\c1ccco1)Nc1nc(-c2ccccc2)cs1
 : 8% | 12
[50] O=C1c2cccc3c(Nc4ccccc4Cl)c([N+](=O)[O-])cc(c23)C(=O)N1CCO
 : 12% | -4
[51] Cc1ccc(C(=O)NNC(=O)c2csc(N3CCOCC3)n2)s1
 : ? | ·
[52] Cc1cc(C)c(NS(=O)(=O)c2ccc3c(c2)NC(=O)CC(=O)N3)c(C)c1
 : -3% | 2
[53] O=C(Cc1cccc2ccccc12)NNC(=O)c1cccs1
 : ? | ·
[54] COc1cc2c(-c3ccc4cc[nH]c4c3)c(-c3ccc(C#N)cc3)oc(=O)c2cc1OC
 : ? | ·
[55] O=[N+]([O-])/C=C1/CCCCCN1
 : -7% | 14
[56] COC(=O)/C=C(\C)N=Nc1c(O)[nH]c2ccccc12
 : ? | ·
[57] COc1ccc(C(=O)/C=C/c2ccc(OC)cc2OC)c(O)c1
 : -3% | -13
[58] COc1ccc(N2CCN(C(=O)C(=O)c3c(C)[nH]c4ccccc34)CC2)cc1
 : ? | ·
[59] Cc1cc(NC(=O)CCN2C(=O)/C(=C/c3ccccc3Cl)SC2=S)no1
 : ? | ·
[60] CCOc1ccccc1NC(=O)N1CCN(S(C)(=O)=O)CC1
 : ? | ·

Later entries
Every second line gives: Lipid storage S3 | Lipid storage S3 cell count max
[61] COc1ccccc1NS(=O)(=O)c1ccc(C)c(C(=O)NCC2CCCO2)c1 (stereo not drawn)
 : 11% | -3
[62] O=C(O)c1ccc(C2NCC(c3ccccc3Cl)c3c2[nH]c2ccccc32)cc1 (stereo not drawn)
 : ? | ·
[63] COc1cccc(CNCC(=O)Nc2ccc(N3CCOCC3)cc2)c1
 : ? | ·
[64] C=CCOc1ccc(CNc2nccs2)cc1OC
 : 10% | -10
[65] O=C(N[C@@H](Cc1ccccc1)C(=O)NCc1ccc(F)cc1)C1CCNCC1
 : ? | ·
[66] CCCCNC(=O)CCC(=O)NNc1nc2ccccc2c2nc(C)nn12
 : ? | ·
[67] CC(NC(=O)Cc1ccccc1F)c1ccc(F)cc1 (stereo not drawn)
 : -1% | 12
[68] O=C(Nn1cnnc1)C(c1ccccc1)c1ccccc1
 : ? | ·
[69] COc1cccc(CNC(=O)CCC2CCCN(C(=O)c3cc(C4CC4)[nH]n3)C2)c1 (stereo not drawn)
 : ? | ·
[70] CCCC(C)c1nnc(NC(=O)COc2ccc3c(c2)OCO3)s1 (stereo not drawn)
 : ? | ·
[71] COc1ccc(-n2c(SCC(=O)NNC(=O)c3ccccc3C)nnc2-c2ccncc2)cc1
 : 3% | -17
[72] NC(=O)C1CCN(S(=O)(=O)c2cc3c4c(c2)CCN4C(=O)CC3)CC1
 : -16%[0.0737 µM] | -16
[73] CCOc1ccc(C(=O)CC(C(=O)O)N2CCN(Cc3ccccc3)CC2)cc1 (stereo not drawn)
 : ? | ·
[74] O=[N+]([O-])c1cccc(S(=O)(=O)NCCCn2ccnc2)c1
 : ? | ·
[75] Cc1cc2ncn(/N=C/c3ccc(-c4ccccc4)o3)c2cc1C
 : ? | ·
[76] Cc1cc(-c2nnc(-c3ccccc3)c(-c3ccccc3)n2)c(C)o1
 : ? | ·
[77] OCCn1nc2c3ccccc3nc-2n(-c2ccccc2)c1=S
 : ? | ·
[78] CCC(OC(=O)c1cccs1)C(=O)NCc1ccco1 (stereo not drawn)
 : ? | ·
[79] CSCCC(NS(=O)(=O)c1ccc(Cl)cc1)C(=O)OCc1cccc(Cl)c1 (stereo not drawn)
 : 16% | -10
[80] O=C(C1CC(=O)N(c2ccc(F)cc2)C1)N1CCCCCC1 (stereo not drawn)
 : i | -24

Remaining list, next part.
Every second line gives: Lipid storage S3 | Lipid storage S3 cell count max
[81] CCOC(=O)CNC(=O)OC1CCN2Cc3ccccc3N=C12 (stereo not drawn)
 : ? | ·
[82] Cc1nnc2sc(-c3cccc4ccccc34)nn12
 : -1% | 9
[83] CCOc1cc(S(=O)(=O)NCCCN2CCOCC2)ccc1F
 : ? | ·
[84] COC(=O)C1=C(C)N(c2ccc(Cl)cc2)/C(=C/c2cccs2)C1=O
 : ? | ·
[85] CCN1C(=O)NC(c2cc(Br)ccc2OC)C(C(=O)OC)=C1C (stereo not drawn)
 : -21% | -30
[86] CC1(C(=O)N/N=C/c2ccccc2)CC1(Cl)Cl (stereo not drawn)
 : 17% | 22
[87] C#Cc1ccc(C(=O)NCc2ccc(N3CCCC3=O)cc2)cc1
 : 15% | 3
[88] Cc1ccc(S(=O)(=O)N(C)C)cc1NC(=O)/C=C/c1cccs1
 : ? | ·
[89] CC(C)NC(=O)Cn1c(SCC(=O)N2c3ccccc3CC2C)nc2ccccc21 (stereo not drawn)
 : ? | ·
[90] COc1ccc(/C=N/NC(=O)C(=O)/C=C2\NC3(CCCC3)Cc3ccccc32)cc1
 : -1% | 1
[91] Cc1ccc2cc3cc(C(=O)NC4CCCCC4)oc3nc2c1
 : i | ·
[92] Fc1ccc(NC(=S)NCCc2ccccc2)c(F)c1F
 : -22% | -8
[93] N#CCC(CNc1ncc(C(F)(F)F)cc1Cl)OC(=O)c1ccc(Cl)cc1Cl (stereo not drawn)
 : i | ·
[94] CC(C)COc1nc2c(c(=O)n(C)c(=O)n2C)n1C
 : 5% | 2
[95] O=C(/C=C/c1ccc2c(c1)OCO2)Nc1nc2ccc(F)cc2s1
 : 7% | 7
[96] CC(C)CCNC(=O)C1CCN(S(=O)(=O)c2ccc3c(c2)CCC(=O)N3)CC1
 : ? | ·
[97] CCOc1cc(S(=O)(=O)N2CCC(Cc3ccccc3)CC2)c(OCC)cc1-n1cnnn1
 : i | -24
[98] CCCCCCCC(=O)NN1CCOCC1
 : -8% | 13
[99] Cc1[nH]n(C(N)=S)c(=O)c1N=Nc1cccc([N+](=O)[O-])c1C
 : i | -4
[100] O=C(Nc1ccc(F)cc1)Nc1ccc([N+](=O)[O-])cn1
 : -9% | -9

(next part)
Every second line gives: Lipid storage S3 | Lipid storage S3 cell count max
[101] COc1ccc(C2c3cc(OC)c(OC)cc3CCN2C2CC(=O)N(c3ccccc3)C2=O)cc1OC (stereo not drawn)
 : -4% | ·
[102] O=C(NCCCN1CCOCC1)c1cccnc1SCc1ccccc1Cl
 : 0% | 8
[103] O=C(NCC1CCCO1)/C(=C/c1ccccc1)NC(=O)c1ccccc1 (stereo not drawn)
 : 2% | ·
[104] COc1ccc(CC(=O)N/N=C(\C)c2cccc(NC(=O)C3CC3)c2)cc1
 : i | -16
[105] Fc1ccccc1NC(=S)N1CCC(c2ccccc2)C1 (stereo not drawn)
 : -4% | ·
[106] Cc1ccc(S(=O)(=O)N2CCOC2CNC(=O)C(=O)NCCc2c[nH]c3ccccc23)cc1 (stereo not drawn)
 : 6%[9.22 µM] | 25
[107] COc1cccc(C2/C(=C(/O)c3ccccc3)C(=O)C(=O)N2CCCC(=O)O)c1 (stereo not drawn)
 : 10% | 10
[108] Cc1ccc(Nc2c(-c3ccccn3)nc3ccc(C)cn23)cc1
 : ? | ·
[109] CN(C)[C@@H]1C(=O)C(C(N)=O)=C(O)[C@@]2(O)C(=O)C3=C(O)c4c(O)ccc(Cl)c4[C@@H](O)[C@H]3C[C@@H]12
 : ? | ·
[110] CCN1C(=O)c2ccc(C(=O)NCc3ccco3)cc2C1=O
 : ? | ·
[111] NC1=NC(=Nc2cccc(S(N)(=O)=O)c2)c2ccccc21
 : ? | ·
[112] CCOc1ccc(S(=O)(=O)N2CCCC2)cc1
 : i | 23
[113] Cc1ccc(C(=O)N2CC(C)SC2=Nc2cccc(S(=O)(=O)N(C)C)c2)cc1 (stereo not drawn)
 : -26% | -14

The list is partial. The share of hits here may be higher or lower than overall.
